Abeta yeast res – restores growth of yeast expressing A-beta42 peptide | AID 1347071 | Potency, µM (top dose mostly 46.1 µM), for inactives: top-dose growth rescue, actives largely listed as activators | yeast expressing A-beta42, growth rescue, OD600, 48 h; response scale: 0% DMSO, 100% iron-clioquinol control | actives 0.063% (n = 410,000); also: potency is read from the fitted curve at half-maximal effect; nearly all actives have a fitted effect of over 55% in size
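Yeast growth medium received pinned compounds, then yeast cells expressing toxic A-beta were added; plates incubated at 30 C for 48 hr. Growth read as absorbance at 600 nm, normalized to DMSO and equimolar FeCl3 plus clioquinol controls.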
GLP-1R inv ag – inverse agonists of human GLP-1 receptor. P43220. HEK293 GLP-1R CRE-luciferase, luminescence, 24 h; GLP-1R form is constitutively active. Potency, µM (series often up to 38.3 µM), for the others: at the highest dose activity change, negative = inhibition, usual class: inhibitors. actives 1.6% (n = 410,000); also: potency is read from the fitted curve at half-maximal effect; % is scaled to controls: 0 for no effect and ±100 for the full control effect; nearly all actives have a fitted effect of over 55% in size
Target sequence (P43220 whole entry, looked up): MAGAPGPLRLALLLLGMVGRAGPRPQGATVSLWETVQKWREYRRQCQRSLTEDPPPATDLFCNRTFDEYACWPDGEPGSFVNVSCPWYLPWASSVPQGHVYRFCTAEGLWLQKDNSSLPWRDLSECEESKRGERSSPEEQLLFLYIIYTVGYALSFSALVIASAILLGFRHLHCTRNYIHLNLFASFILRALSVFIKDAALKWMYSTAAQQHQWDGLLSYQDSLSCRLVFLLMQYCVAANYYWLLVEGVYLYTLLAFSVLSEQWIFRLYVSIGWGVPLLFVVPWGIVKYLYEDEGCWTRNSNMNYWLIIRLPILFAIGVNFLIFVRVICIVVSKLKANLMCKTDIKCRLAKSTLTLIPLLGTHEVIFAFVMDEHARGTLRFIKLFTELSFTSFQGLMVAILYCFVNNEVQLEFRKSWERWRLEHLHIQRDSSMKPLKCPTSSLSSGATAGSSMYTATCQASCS
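Inverse agonism was detected as reduced cAMP-driven luciferase luminescence after 24 h compound treatment. The cells were HEK293 clones expressing constitutively active human GLP-1R with the reporter. Reporter-only and GPR119 cell lines served as counterscreen controls.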
MmCpn inh – blocks the Methanococcus maripaludis chaperonin Mm-Cpn | purified Mm-Cpn ATPase, ADP Transcreener TR-FRET | Potency, µM (series often up to 76.9 µM), without a hit: at the highest dose activity, negative = inhibition, actives largely listed as inhibitors | actives 0.031% (n = 330,000); also: potency is read from the fitted curve at half-maximal effect; % is scaled to controls: 0 for no effect and ±100 for the full control effect; nearly all actives have a fitted effect of over 80% in size
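Purified archaeal Mm-CPN (25nM final) preincubated 10 min at 37degC with compound, then 10uM ATP for 30 min at 37degC; ADP measured by HTRF Transcreener TR-FRET; buffer 30 mM TRIS pH 7.4, 100mM KCl, 5mM MgCl2, 1mM DTT.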
TDP-43 yeast inh – inhibitors of TDP-43 toxicity in yeast | AID 652104 | Potency, µM (doses to about 46.1 µM), without a hit: at the highest dose growth rescue (activation), usual class: activators | TDP-43 expressing yeast growth rescue, BacTiter-Glo, 24 h | actives 1.8% (n = 410,000); also: potency is read from the fitted curve at half-maximal effect; % of control where 0% means no effect; nearly all actives have a fitted effect of over 50% in size
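Cell-based yeast growth screen: TDP-43 expression induced in galactose, inoculum OD600=0.02 after raffinose pregrowth to mid-log. Read-out BacTiter-Glo luminescence at 24 hr, 30 deg C; inhibition of toxicity seen as signal increase.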
pAkt inh – blocks phosphorylation of Akt; AID 651550; activity change, % for hits at 50 µM; actives 0.32% (n = 360,000); Neuro2A IGF-stimulated pAkt S473 HTRF, 20 min; active compounds read low; in the data active = activity change below about -80%; inconclusive = mostly about -51% to -80%; also: % is scaled to controls: 0 for no effect and ±100 for the full control effect
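Neuro2A cells (4,500/well, DMEM with 0.5% FBS) were treated with compound at a single 50 µM final concentration, stimulated with 6 nM IGF for 20 min at 37 °C, and lysed. Phospho-Akt Ser473 was read by HTRF as 665/615 ratio ×10^4.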
aSyn rescue – rescues yeast growth from alpha-synuclein toxicity | Yeast expressing alpha-synuclein, growth rescue, BacTiter-Glo, 24 h | Potency, µM (series often up to 46.1 µM), for the others: at the top dose growth rescue (activation), actives largely listed as activators | actives 0.14% (n = 370,000); also: potency is read from the fitted curve at half-maximal effect; % of control where 0% means no effect; nearly all actives have a fitted effect of over 65% in size
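Screening used galactose-induced yeast with toxic alpha-synuclein levels, exposed to compound for 24 hr at 30 deg C. Cell growth, read with BacTiter-Glo luminescence, gave the measured signal.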
FUS yeast rescue – suppressors of FUS proteinopathy in yeast; actives 0.24% (n = 390,000); Potency, µM (highest dose often 76.6 µM), without a hit: at the top dose growth rescue (activation), most hits filed as activators; S. cerevisiae FUS-expressing, growth rescue, OD600, 24 h;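 also: potency is read from the fitted curve at half-maximal effect; plate controls were DMSO vehicle for no effect and reference control for full effect; nearly all actives have a fitted effect of over 55% in size; some results filed as inactive show a strong effect at the top dose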
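S. cerevisiae expressing FUS from galactose induction served as the toxicity model. Growth after 24hr at 30C, read as absorbance at 600 nm, indicates suppression of toxicity; compounds dosed at several concentrations.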
GLP1R cytotox – cytotoxicity counter-screen for GLP-1 receptor inverse agonists; actives 0.13% (n = 410,000); Potency, µM (series often up to 38.3 µM), inactives show at the highest dose activity change, negative = inhibition, most hits filed as inhibitors; HEK293 cAMP-luciferase reporter cells, luminescence, 24 h; AID 624418;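 also: loss of luciferase light is scored as toxicity; potency is read from the fitted curve at half-maximal effect; % is scaled to controls: 0 for no effect and ±100 for the full control effect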
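Luminescence readout: signal drop marks cytotoxicity. Plated cells grew 12 h at 37 °C, 5% CO2, received 23 nL compound for 24 h, then got luciferase reagent, read after 12 min at RT.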
PTHR1 agonist – activates the human parathyroid hormone receptor PTHR1. HEK293 GP2 PTHR1 cells, GloSensor cAMP luminescence, 1 h. Potency, µM (titrated, usually from 115 µM), without a hit: at the top dose activation, usual class: activators. actives 0.075% (n = 410,000). AID 743266; also: potency is read from the fitted curve at half-maximal effect; nearly all actives have a fitted effect of over 55% in size; some results filed as inactive show a strong effect at the top dose; inactives centre near -15; many of its hits are not listed in these tables
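HEK-293-derived GP2 cells expressing PTHR1 and a GloSensor cAMP reporter, 3,000/well, plated overnight, given luciferin plus IBMX (each 0.5 mM as added) for 1 h at 37 °C, then compound for 1 h at 37 °C. Luminescence was read after 15 min at room temperature.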
The depositor's hits bear a star; i = inactive; u = inconclusive; x = not tested or not shown; & = joins results of further samples; [ ] = dose if it differs, or a comment. Unless noted, calls follow the shape of the dose curve; as a rule, active = well fitted curve in the direction sought with a large enough effect; inconclusive = small, poorly fitted or top-dose-only effect, or another doubt; inactive = no such curve, though single readings can be large; an effect the other way counts as inactive or inconclusive. This is a subset; rates above refer to the full screens.

SMILES | Abeta yeast res | GLP-1R inv ag | MmCpn inh | TDP-43 yeast inh | pAkt inh | aSyn rescue | FUS yeast rescue | GLP1R cytotox | PTHR1 agonist
Cc1cccc(OCCCC(=O)N2CCCc3ccccc32)c1C | -16% | 0% | 1% | -4% | i | 6% | 49% | 0% | -29%
Cc1ccc(C(=O)N/C(=C\c2ccc(Cl)cc2)C(=O)NC2CCCCC2)cc1 | -12% | 10% | x | -4% | x | x | 6% | 2% | -13%
O=C(O)CCc1nnc2n(Cc3ccc(F)cc3)c(=O)c3ccccc3n12 | 15% | 9% | 1% | -1% | i | 1% | 0% | 9% | i
C(=N\c1nccs1)/c1cccnc1 | -7%[9.22 µM] | 4% | 3% | 4% | i | -4% | -45% | 15% | i
O=C(O)c1ccc(N2C(=O)CSC2c2cccc([N+](=O)[O-])c2)cc1 (stereo not drawn) | 2% | 15% | -1% | 24% | i | 7% | -14% | -4% | i
Cc1ccc(C(=O)NNC(=O)COc2ccc(Cl)cc2C)o1 | 0% | -2% | 1% | 0% | i | 12% | 7% | 1% | -38%[inhibitor]
COc1ccc(C(=O)NC(=S)N(C)C2CCCCC2)cc1 | -2% | u | -3% | 3% | i | -2% | 14% | u | -90%[inhibitor]
O=S(=O)(NCc1ccccc1Cl)c1ccc(-n2cnnn2)cc1 | -4% | 7% | -4% | 7% | i | 3% | 0% | -7% | i
Cc1cccc(NC(=O)CSc2ccc(-c3ccco3)nn2)c1C | -15% | 8% | -3% | -9% | i | -2% | 36% | 7% | i
CCCn1c(SCC(=O)Nc2ccc(NC(C)=O)cc2)nc2c1c(=O)n(C)c(=O)n2C | 2% | 74%[activator] | -2% | -7% | i | 1% | 11% | 4% | i
CN1CCN(CC(=O)N(Cc2c(C#N)c3ccccc3n2C)c2ccccc2)CC1 | -1% | -37% | 1% | -5% | i | 0% | 3% | 8% | -19%
Cc1cc(C(=O)COC(=O)c2ccc(N)c([N+](=O)[O-])c2)c(C)n1-c1ccc2c(c1)OCO2 | 2% | u | 1% | 10% | i | 4% | 14% | 18% | -45%[inhibitor]
CCOCCCn1c(SCC(=O)N(C)C2CCS(=O)(=O)C2)nc2ccccc2c1=O (stereo not drawn) | -6% | 10% | 1% | -10% | i | 0% | 2% | -11% | i
CCn1c(C(=O)NCCCN2CCc3ccccc3C2)cc2sccc21 | 9% | u | -1% | -11% | i | -4% | 35% | -14% | -8%[57.5 µM]
COc1ccc(N2CCN(C(CNS(=O)(=O)c3ccc4c(c3)OCCO4)c3ccco3)CC2)cc1 (stereo not drawn) | 2% | u | -5% | 4% | i | -1% | 27% | 5% | -26%
C/C=C/CSc1nc2c(c(=O)[nH]c(=O)n2C)n1CCC | 10% | 24% | -2% | 14% | i | -7% | 1% | -5% | -22%
CN(C)c1nc(N)nc(CSc2ncc(Cl)cc2Cl)n1 | 14% | 112%[activator] | -2% | 13% | i | 6% | 22% | 20% | i
Clc1cccc(-c2nc(NCCN3CCOCC3)c3ccccc3n2)c1 | 5% | 7.1µM* | -4% | -22%[0.397 µM] | i | -7% | 11% | -19% | -7%
CCO/C([O-])=N/c1sn[n+](C)c1C | 7% | 22% | 1% | 17% | i | 8% | -5% | 3% | -24%
Cc1nccn1CCN(C)Cc1cn(Cc2ccccc2)nc1-c1ccc2c(c1)OCO2 | -8% | u | -2% | -20% | i | 5% | 0% | -8% | 11%
CC1=CC2=NC(=O)/C(=C/c3coc4ccc(Cl)cc4c3=O)C(=N)N2O1 | -18% | -25% | -7% | -6% | i | 0% | 7% | u | -30%
C[C@@H]1CN([C@@H](C)CO)C(=O)CCCn2nncc2CO[C@H]1CN(C)Cc1ccc(C(F)(F)F)cc1 | -5% | -5% | x | 10% | i | u | -1% | 4% | i
Nc1ccc(-c2nc3ccc(N)cc3[nH]2)cc1 | 2% | 29% | u | 0% | i | 3% | -21% | -23% | -45%[inhibitor]
CCOc1ccc(NC(=O)CSc2nc(O)c(C)c(=O)n2-c2ccc(F)cc2)cc1 | -14% | 15% | -2% | 1% | i | -2% | u | 10% | -22%
CCCN1C(=O)NC2(O)C(=O)c3ccccc3C12O (stereo not drawn) | -1% | 2% | 0% | -5% | i | -10% | 2% | -2% | -9%[57.5 µM]
COc1ccccc1Nc1nn2c(=O)c3ccc(C(=O)N4CCCC(C)C4)cc3nc2s1 (stereo not drawn) | -7%&-15% | u | -1% | -9%&20% | i | -1% | u | -9%&-21% | -53%&-18%[inhibitor]
O=C(NCc1ccc2c(c1)CCN2C(=O)c1ccccc1)c1ccco1 | -8% | -18% | x | 17% | x | x | 13% | 6% | i
COc1ccc(CCNc2nc(=S)[nH]c3cc(OC)c(OC)cc23)cc1OC | 6% | 0% | -5% | 17% | i | 0% | -27% | 24% | -12%
CC(C)Nc1ncnc2c1cnn2-c1ccc(Cl)cc1 | -12% | u | -5% | u | i | -16% | -19% | 1% | -96%[inhibitor]
CCCCn1c(=O)[nH]c(=O)c2c1nc(-c1ccc(-c3ccccc3)cc1)n2C | -10% | 0% | -2% | -30% | i | 8% | -14% | 15% | 0%
N#CC1=C2Sc3ccccc3N2CCCC1=O | 4% | 0% | 0% | -12% | i | -5% | 10% | 0% | -5%[57.5 µM]
Cc1ccc(S(=O)(=O)N/N=C/c2ccc(O)c(O)c2)cc1[N+](=O)[O-] | 15% | 67%[activator] | 0% | -4% | i | 1% | 5% | -7% | -4%
O=Cc1c(-c2ccc(F)cc2)nc2ccccn12 | -16% | 9% | 0% | -12% | i | -12% | 7% | 2% | -11%
O=C(NC1CCSc2ccccc21)c1cc(S(=O)(=O)N2CCOCC2)ccc1F (stereo not drawn) | -5% | -5% | -1% | 24% | i | -6% | x | -4% | -1%
CCOCCCNC(=O)C(c1ccccc1)N(Cc1ccc2c(c1)OCO2)C(=O)c1ccccc1O (stereo not drawn) | -2% | -18% | 3% | 13% | i | 2% | 20% | u | i
COc1cc(OC)c(N(C)S(=O)(=O)c2cccc(C(=O)NCc3cccs3)c2)cc1Cl | 3% | u | x | 7% | i | 1% | -25% | 8% | i
Brc1cccc(CNCc2ccncc2)c1 | 5% | 14% | 0% | -4% | i | 2% | -19% | -2% | -14%
CCCNC(=O)NC(=O)CSc1nc2cc(C(=O)OC)ccc2c(=O)n1-c1ccccc1 | -4% | 5% | -2% | u | i | -3% | 10% | -6% | -10%[57.5 µM]
COc1ccc2c(-c3ccccc3)cc(SCC(N)=O)nc2c1 | -12% | u | -3% | -1% | i | -9% | 13% | -15% | -8%
Brc1ccc(-c2noc(CCc3ccccc3)n2)o1 | 18% | u | 0% | 28% | i | 12% | -18% | 13% | -34%[inhibitor]
Cc1nc2ccccc2c(=O)n1NC(=O)c1ccccc1Cl | -8% | 1% | -1% | -10% | x | 3% | 22% | 3% | i
CCCNC(=O)CSc1nc(COc2ccccc2)nc2ccccc12 | -9% | u | -6% | 4% | i | 4% | 14% | -2% | -12%
CCn1cc(Cl)c(C(=O)N2N=C(c3ccc4ccccc4c3)CC2c2ccccc2O)n1 (stereo not drawn) | u | -9% | -10% | -28% | i | 0% | 50% | -23% | i
COc1ccc(C2/C=C\CC(NS(=O)(=O)c3ccc(C)cc3)CC(=O)N2Cc2ccccc2F)cc1 (stereo not drawn) | 4% | u | 0% | 14% | i | 11% | 20% | -2% | -18%
